SSB-PriA inh – inhibitors of Klebsiella pneumoniae PriA binding to SSB C-terminal tail; AlphaScreen SSBct-PriA binding, biotinylated peptide; inhibition, % at 33 µM; AID 1272365; actives 0.6% (n = 430,000); in the data active = inhibition mostly above about 37%, no sharp cut-off; inactive = mostly below about 20%;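 note: plate controls were negative control peptide for no effect and reference peptide for full effect; strong numbers were not always called active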
An asterisk follows results filed as active; & = joins results of further samples. Only part of the results is shown; count on the stated rates, not on these rows.

molecule | SSB-PriA inh
Cn1cccc1CN(C(=O)NCCOc1ccccc1)C1CC1 | 6.0
Cn1cnc(S(=O)(=O)Nc2ccc3c(c2)N(S(=O)(=O)c2ccccc2)CCC3)c1 | 2.0
COc1ccc(CCNc2nc3ccccc3s2)cc1OC | 8.0
Cc1cc(C)n(-c2nc(CCNC(=O)Nc3cccs3)cs2)n1 | 3.0
CC1CCCN(CC(O)COc2ccc(Br)cc2)C1 (stereo not drawn) | -2.0
COc1ccccc1OCC(=O)N1CC[C@H](Oc2cccnn2)C1 | -14.0
O=C(/C=C\c1ccc2c(c1)OCO2)NNC(=O)c1ccc(=O)n(Cc2ccccc2)c1 | 6.0
O=C(Nc1cc(OCc2ccc3c(c2)OCO3)ncn1)c1cc(C2CC2)on1 | -4.0
CCOC(=O)c1ccsc1NC(=O)c1nc2ccccc2s1 | -21.0
O=C(Nc1ccccn1)N[C@H]1CC(=O)N(c2ccc(F)cc2)C1 | -6.0
CCOC(=O)Cc1csc(NC(=O)c2ccc(S(=O)(=O)N3CC(C)CC(C)C3)cc2)n1 (stereo not drawn) | -11.0
O=C(NCC1(c2ccsc2)CCCC1)C(=O)Nc1cccc(N2CCCC2=O)c1 | 18.0
Cc1ccc(C=NNC(=O)C2=NNC(c3ccccc3)(c3ccccc3)C2)c(O)c1 | -11.7
CCCNc1nc(SC)nc2c1cnn2CCNC(=O)c1ccccc1C(F)(F)F | 0.0
Cc1cccc(OCCCCn2c(CO)nc3ccccc32)c1C | 5.0
COc1cccc(C(=O)Nc2nc3ccc4ccccc4c3s2)c1 | -3.0
S=c1[nH]nc(-c2ccccc2)n1N=C/C=C/c1ccco1 | -1.1
N#CC(=NNc1ccc(F)cc1)C(=N)N1CCCCCC1 | -17.9
Cc1c(Cc2ccc3c(c2)OCO3)sc(NC(=O)COc2ccc(Cl)cc2Cl)c1C(N)=O | -15.0
COc1cccc2cc(C(=O)Nc3cc(-n4cccn4)ncn3)oc12 | -11.0
C=CCN1C(=O)C(C)(C)COc2ccc(NS(=O)(=O)c3ccc(F)c(Cl)c3)cc21 | -4.0
CC1CC(OCC(O)CN2CCC(CN3C(=O)c4cccc5cccc(c45)C3=O)CC2)CC(C)(C)C1 (stereo not drawn) | 8.0
CN(C[C@H]1Cc2ccccc2CO1)C(=O)NC1CCCC1 | -15.0
O=C(Cc1ccccc1)NC(O)C(Cl)(Cl)Cl (stereo not drawn) | 8.0
Cc1c(C(=O)OCc2ccccc2Cl)nnn1-c1ccccc1Br | -25.0&-22.0
Cc1ccsc1C=NNc1ncnc2nc[nH]c12 | -7.2
COCCNC(=S)NN=Cc1ccc(OCc2ccc(C(=O)OC)cc2)cc1 | -2.3
O=C(NCc1ccc(F)cc1)N1CCS[C@H](c2ccccc2)CC1 | 2.0
CCc1ccc(NC(=O)CN2CCN(c3nccn3-c3ccccc3F)CC2)cc1 | 6.0
CCOc1ccc(OCCNC(=O)c2cc(OC)cc(OC)c2)cc1 | -1.0
CCOC(=O)CCCSc1nnc(CSc2nc3ccccc3s2)n1-c1ccccc1 | 2.0
CN1C(=O)C(C)(C)COc2ccc(NC(=O)c3ccccc3Cl)cc21 | 19.0
Cc1cc(OCC(=O)N[C@@H](C)c2ccccc2)ccc1C(C)C | -21.0
O=c1c(=O)n(-c2ccc(Br)cc2)ccn1Cc1ccncc1 | -15.0
Cc1cccn2cc(CCNC(=O)C3CCCCC3)nc12 | -13.0
COc1ccc(C=Nn2cnn(Cc3ccccc3Cl)c2=S)cc1 | -13.8
CCc1c(C)nc2n(c1=O)C[C@H](C(=O)N(Cc1ccccc1)C(C)C)CS2 | -18.0
O=C(CCn1cnc2c([nH]c3ccccc32)c1=O)NCc1ccccc1Cl | 0.0
O=S(=O)(Cc1ccco1)C1CNC1 | 0.0
O=C1CCc2cc(S(=O)(=O)N3CCC4(CC3)OCCS4)cc3c2N1CC3 | -22.0
CC(=O)Nc1nc(CC(=O)NCCOc2ccc(F)cc2)cs1 | 2.0
CC(CC(=O)Nc1ccc(C)c(Cl)c1)=NNC(=O)Cc1cccs1 | 1.2
Cn1nc(-c2ccccc2)cc1C(=O)NCCSC1CCOCC1 | -4.0
CN(C1CC1)S(=O)(=O)c1ccc(C(=O)Nc2c3c(nn2C)CCC3)cc1 | -1.0
O=C(NCCn1ccnc1-c1ncccn1)C1(c2ccccc2)CCOCC1 | 40.0*
O=C(Cc1c(F)cccc1Cl)NCc1cccnc1-c1cccs1 | -8.0
CCOc1cc(C(=O)N2CCN(c3ccc(N4CCOCC4)nn3)CC2)cc(OCC)c1OCC | -33.0
O=C(NCC[C@H](O)c1ccccc1)NCc1cccs1 | -3.0

Already shown: entries from further up.
molecule | SSB-PriA inh
O=C(Cc1c(F)cccc1Cl)NCc1cccnc1-c1cccs1 | -8.0
CCOc1cc(C(=O)N2CCN(c3ccc(N4CCOCC4)nn3)CC2)cc(OCC)c1OCC | -33.0
O=C(NCC[C@H](O)c1ccccc1)NCc1cccs1 | -3.0

Other results.
molecule | SSB-PriA inh
CCOc1c(C)cc(S(=O)(=O)NC(C)Cc2cccs2)cc1C (stereo not drawn) | -29.0
COc1cc(C=NNC(=O)CN2CCOCC2)ccc1OCC(=O)Nc1ccc(C)c(C)c1 | -16.7
C=CCn1c(SCC(=O)c2ccc3c(c2)OCCO3)nc2scc(-c3cccs3)c2c1=O | -6.0&-6.0
CCOc1ccc(CC(=O)N2CCN=C2SCc2cccc(F)c2)cc1 | -9.0
O=C(NCC1CCN(C(=O)c2cccnc2)CC1)c1ccccc1S(=O)(=O)C(F)F | 1.0
COc1ccc(-c2[nH]ncc2C=NNC(=O)c2ccc(Br)cc2)c(OC)c1 | 2.3
CCOc1ccc(NC(=S)Nc2ccc3nccnc3c2)cc1 | 32.6
O=C(NCc1cc(-c2ccccc2F)on1)c1ccc(=O)[nH]c1 | 11.0
O=C(CCCS(=O)(=O)c1ccc(F)cc1)Nc1nnc(Cc2cccs2)o1 | 2.0
COC(C)(CNS(=O)(=O)c1c(C)noc1C)c1ccccc1F (stereo not drawn) | -7.0
CCOC(=O)c1ccccc1NC(=O)CSc1nc2c(cnn2-c2ccc(Cl)cc2)c(=O)[nH]1 | 5.0
O=C(COc1ccccc1)Nc1ccc(SCC(=O)N2CCCC2)nn1 | 1.0
COc1ccc([C@H](CNC(=O)c2ccc(C)c(C)c2)N2CCN(C)CC2)cc1 | -8.0
O=C(NCc1ccc(C(=O)c2ccsc2)s1)C(=O)Nc1ccccc1C(F)(F)F | -3.0
CCc1nnc(-c2cc3ccccc3n2CC(=O)NCc2ccco2)o1 | -2.0
Cc1cc(N2CCC(NC(=O)c3ccncc3)CC2)n[nH]1 | 3.0
CC1(C)Cc2cccc(OCC(=O)Nc3ccc(Br)cc3F)c2O1 | -4.0
CCN(C(=O)Cn1c(CN2CCOCC2)nc2ccccc21)c1ccccc1 | -21.0
COCCN1CCC(NC(=O)c2ccccc2Br)CC1 | -8.0
CC(C)(C)S(=O)(=O)c1ccc(NCCc2ccc(S(N)(=O)=O)cc2)nn1 | -1.0
Cc1ccc(-c2ccc(=O)n(CCCNS(=O)(=O)c3c(C)cc(C)cc3C)n2)cc1 | -2.0
CN1CCC[C@H](C(=O)N2CCC(Oc3ccc(C#N)cn3)CC2)C1 | -15.0
CN1CC(c2nc3ccccc3[nH]2)CC1=O (stereo not drawn) | -21.0
CCOc1ccc2[nH]cc(S(=O)(=O)c3ccc(C(C)(C)C)cc3)c(=O)c2c1 | -5.0
O=C(Cc1cc(=O)[nH][nH]1)NN=Cc1cccc(Cl)c1Cl | 1.3
O=C(CCN1CCN(C(c2ccccc2)c2ccccc2)CC1)N/N=C\c1cccnc1 | -4.0
Cc1cc2nc(NC(=O)c3ccccc3NS(=O)(=O)c3ccc(F)cc3)sc2cc1C | -15.0
CSc1ccccc1C(=O)NCCc1nc(-c2ccco2)cn1C | -5.0
OC(CNc1cccc(Cl)c1)CN1c2ccccc2Sc2ccccc21 (stereo not drawn) | 6.0
C[n+]1cccc(C(=O)NN=Cc2ccc3c(c2)OCO3)c1 | -2.9
O=C(Nc1ccc2c(c1)OCO2)N1CCOC2(CCOCC2)C1 | -3.0
O=[N+]([O-])c1cc(S(=O)(=O)N2CCCC2)ccc1NN=C1CCCc2ccccc21 | -6.4
Cc1ccccc1C1CCN(C(=O)Cc2ccc(C(F)(F)F)cc2)CCS1 (stereo not drawn) | -24.0
Cc1ccc(NC(=O)Nc2cccc(-c3ccc(N4CCOCC4)nn3)c2)cc1 | -21.0
COc1cc(NC(=O)COc2ccc3ccccc3c2)ccc1N1CCCCC1=O | 6.0
Cc1nn(-c2ccc(Cl)cc2)c(Cl)c1C=NNC(=O)c1ccc(NS(=O)(=O)c2cccs2)cc1 | 17.3
O=C(COc1ccccc1F)OCc1cc(-c2ccc(F)cc2F)on1 | -7.0
O=C(Cn1nnc(-c2ccccc2)n1)NN=Cc1ccco1 | -5.4
CN1c2ccccc2C(=O)C(=CNc2ccc(F)cc2)S1(=O)=O | 3.7
O=C(O)CCCCCN1C(=O)C2C3C=CC(C3)C2C1=O (stereo not drawn) | -18.0
COCCNC(=O)C[C@@H]1Sc2ccccc2NC1=O | -16.0
Cc1ccc(C=NNC(=O)c2nnn(-c3nonc3N)c2CSc2ccc(Cl)cc2)o1 | 9.8
CC(=NNC(=O)c1ccc(Cl)cc1Cl)c1cccnc1 | -12.3
COc1ccc(NC(=O)NCC(c2ccsc2)N2CCCCCC2)cc1OC (stereo not drawn) | -2.0
Cc1ccc(C=Nn2c(C)nnc2C)s1 | -8.0
CCOc1ccc(-c2csc(-n3nc(C)cc3NC(=O)c3ccccc3F)n2)cc1 | -9.0
COC(=O)c1ccc(C(=O)OC)c(NC(=O)c2ncc(-c3ccccc3)o2)c1 | -5.0
O=C(Cn1cccn1)Nc1ccccc1Cc1nc(-c2cccs2)no1 | -5.0

Filtered by structure, those above containing bromine.
molecule | SSB-PriA inh
CC1CCCN(CC(O)COc2ccc(Br)cc2)C1 (stereo not drawn) | -2.0
Cc1c(C(=O)OCc2ccccc2Cl)nnn1-c1ccccc1Br | -25.0&-22.0
O=c1c(=O)n(-c2ccc(Br)cc2)ccn1Cc1ccncc1 | -15.0
COc1ccc(-c2[nH]ncc2C=NNC(=O)c2ccc(Br)cc2)c(OC)c1 | 2.3
CC1(C)Cc2cccc(OCC(=O)Nc3ccc(Br)cc3F)c2O1 | -4.0
COCCN1CCC(NC(=O)c2ccccc2Br)CC1 | -8.0

Next structures follow:
molecule | SSB-PriA inh
O=C(Nc1cnoc1)C1c2ccccc2Oc2ccccc21 | 4.0
C[C@H]1CCCN(c2c(S(=O)(=O)c3ccccc3)cnc3ccc(F)cc23)C1 | -1.0
O=C(NC1CCN(c2ccc(-c3ccccc3Cl)nn2)CC1)c1n[nH]c2c1CCCC2 | -6.0
COc1ccc(CNC(=O)c2csc(NC(=O)c3ccccc3)n2)cc1 | -2.0
O=C1CN(C(=O)c2ccc3c(c2)CCCC3)c2ccccc2N1 | -16.0
Cc1cc(F)ccc1NC(=O)c1c(O)c2ccccc2n(-c2ccccc2)c1=O | 3.0
CC1Cc2ccccc2N1C(=O)NC1CC(=O)N(c2cccc(F)c2)C1 (stereo not drawn) | 7.0
CCCN1CCCc2cc(CCNC(=O)C(=O)NCc3ccc(F)cc3)ccc21 | 30.0
Cc1nc(-c2ccc(N3CCN(C(=O)Nc4cccc(Cl)c4)CC3)nc2)no1 | -12.0
S=c1[nH]nc(-c2cc(-c3ccccc3)n[nH]2)n1N=Cc1cccs1 | -1.6
COc1ccc(C)cc1S(=O)(=O)N1CCC(n2ccnn2)CC1 | -13.0
O=C(O)CC(NS(=O)(=O)c1cc(S(=O)(=O)NC(CC(=O)O)c2ccccc2)c2cccc3c2c1NC3=O)c1ccccc1 (stereo not drawn) | -12.0&3.0
O=C(NCC1CCN(Cc2cccs2)CC1)c1ccc2c(c1)OCO2 | -12.0
O=C(Nc1ccc(Cl)c([N+](=O)[O-])c1)c1cccn(Cc2cccc(F)c2)c1=O | 9.0
CCOc1ccc2nc(NC(=O)c3ccc(C)cc3)sc2c1 | -1.0
Cc1ccc(NC(=O)CC2C(=O)Nc3ccccc3N2C(=O)c2ccc(Br)cc2)cc1C (stereo not drawn) | -9.0
CCOc1ccccc1C(=O)Nc1nnc(SCC(=O)Nc2nc3ccccc3s2)s1 | -8.0
COc1cc(C=NNc2ccccn2)ccc1O | -3.3
CCOc1ccc(NC(=O)COc2ccc(N(C)S(=O)(=O)c3ccc(C)cc3)cc2)c([N+](=O)[O-])c1 | 20.0
Cc1cc(NC(=O)c2cccc(N3C(=O)CCC3=O)c2)n(C)n1 | -2.0
O=C(NC(c1ccccc1)c1ccccc1)C1CCN(c2cc(-n3ccnc3)ncn2)CC1 | -5.0
O=C(Nc1cccc(-c2ccc3nnc(-c4cccnc4)n3n2)c1)c1ccc(Cl)cc1 | -1.0
CN1CCN(C(CNC(=O)c2cccc(C(F)(F)F)c2)c2ccc(F)cc2)CC1 (stereo not drawn) | 8.0
Cc1n[nH]c(C)c1Br | -15.0&-11.0
Cc1nn(-c2ccccc2)cc1C=NNC(N)=S | 3.3
O=C(c1ccsc1)N1CC(c2nc(Cc3ccccc3)no2)C1 | -7.0
CC(C)(C)OC(=O)N1CCC(Sc2ccccc2)CC1 | -15.0
O=C(CSC1CCCC1)N1CCC(Cn2ccnc2)CC1 | 1.0
O=C(CSc1ccc(-c2ccco2)nn1)N1CCN(c2ccccc2)CC1 | -15.0
CN1CCc2cc(C(CNC(=O)C(=O)NCc3ccccc3Cl)N(C)C)ccc21 (stereo not drawn) | 14.0
COc1cc(N2CCN(C(=O)Nc3cccc(C(F)(F)F)c3)CC2)nc(C)n1 | -15.0

Source: PubChem BioAssay
